# MRP reversal – reversal of MRP1-mediated doxorubicin resistance, primary screen, H69AR cells, doxorubicin co-treatment | H69AR cells + 2 uM doxorubicin, CellTiter-Glo, 72 h | differential viability (reversal), % at 10 µM | 85,000 tested, 0.04% active | AID 602, 2007;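 active means viability drop by adding the cancer drug above about 55%, with treated viability meeting a 40% cutoff, limit read from the data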;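 further: viability without doxorubicin minus viability with 2 µM doxorubicin for each compound; larger differential means the compound sensitizes cells more to doxorubicin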
# Bcl-B displacement – displacers of TR3 peptide from Bcl-B, primary screen, selectivity assay for Bfl-1 inhibitor project, biochemical, fluorescence polarization; Bcl-2-like protein 10 (Homo sapiens); FP displacement of FITC-TR3 peptide from Bcl-B; higher % means a stronger effect; one-dose displacement, % at 20 µM; IC50 in µM for titrated hits; 96,000 tested, 0.11% active; AID 748, 2007;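 active means displacement above 50% at 20 µM plus a fluorescence interference ratio under 1.5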;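 further: plate controls were wells without compound for no effect and wells lacking Bcl-B protein for full effect; a part of the inactive calls stands beside numbers as strong as those of hits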
# NFkB transloc pot – enhancers of NFkB p65 translocation in HUVEC – imaging, IL-1B stimulus, high-content imaging, primary screen; HUVEC IL-1B NFkB p65 nuclear translocation imaging; activation, % at 2 µM; 94,000 tested, 0.3% active; AID 819, 2007;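 active means activation above 40%, about the mean plus 3 SD, also judged a hit on visual image review; inconclusive means activation above 40% but not a hit on visual review; inactive means activation not above 40% and no visual hit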;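 further: percent activation is computed from the nuclear over cytoplasmic p65 intensity ratio; values of inactives mirror those of a sister screen read the other way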
# PLAP inhibition – PLAP enzyme inhibitors, biochemical, luminescence, HTS (AID 690); Alkaline phosphatase, placental type (Homo sapiens); purified PLAP, luminescent substrate; higher % means a stronger effect; one-dose inhibition, % at 20 µM; IC50 in µM for titrated hits; 96,000 tested, 0.08% active; in the data active means a potency from the dose series; inactive means the rest, 99 in 100 with inhibition below about 30%; further: strong numbers were not always called active
# IL1B NFkB inh – inhibitors of IL-1B driven NFkB p65 nuclear import, primary screen, imaging, HUVEC, IL-1B stimulus, high-content imaging | HUVEC IL-1B NFkB p65 nuclear translocation imaging | inhibition, % at 2 µM | 94,000 tested, 0.43% active | AID 796, 2007;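 active means inhibition above about 30% together with a positive call from visual inspection of the well image, limit read from the data; inconclusive means inhibition above a set limit but visual check negative; inactive means inhibition not above a set limit, visual check negative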;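 further: nuclear over cytoplasmic p65 intensity ratio measured by imaging; 0% = IL-1B stimulated DMSO wells and 100% = unstimulated DMSO wells; values of inactives mirror those of a sister screen read the other way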
# MRP reversal cytotoxicity – also measured in MRP reversal; calls as there; viability, %; H69AR cells, CellTiter-Glo, 72 h; measured here: cytotoxicity without doxorubicin
# MRP reversal with doxorubicin – further read-out of MRP reversal, marked with its call; viability, %; measured here: viability with 2 uM doxorubicin; active compounds read low
# IL1B NFkB inh cell count 2 µM – also measured in IL1B NFkB inh; calls as there; cell count; measured here: cells passing quality filter;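 raw number of nuclei counted in each imaged well without normalization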
# NFkB transloc pot cell count 2 µM – further read-out of NFkB transloc pot, marked with its call; cell count; measured here: cells passing quality filter
# * = called active by the depositor; ? = inconclusive; nt = not tested or not shown. Some of the compounds tested; count on the stated rates, not on these rows.
molecule	MRP reversal cytotoxicity	NFkB transloc pot cell count 2 µM	Bcl-B displacement	IL1B NFkB inh cell count 2 µM	IL1B NFkB inh	MRP reversal	MRP reversal with doxorubicin	NFkB transloc pot	PLAP inhibition
COC(=O)[C@H](Cc1ccccc1)NC(=O)N1CCCCC1C (some centres undefined)	88	117	2%	117	-27	-10	98	27	21%
CCN(CC)S(=O)(=O)c1ccc(NC(=O)CN(c2cccc(C)c2)S(C)(=O)=O)cc1	70	113	nt	113	-11	-7	77	11	nt
O=C(N/C(=N\O)c1ccccc1)Nc1ccc(Cl)cc1	100	79	-8%	79	11	18	82	-11	-2%
CC1=C/C(=N\OS(=O)(=O)c2ccccc2)C(C)=CC1=O	nt	192	2%	192	6	nt	nt	-6	2%
COc1ccc(N(CC(=O)N2CCN(C)CC2)S(C)(=O)=O)cc1OC	88	136	-2%	136	4	-15	103	-4	-8%
CCn1nccc1C(=O)Nc1cc(Cl)cc(Cl)c1	70	172	nt	172	-10	-3	72	10	nt
Cc1cccn2c(=O)c3cc(C#N)c(=NC(=O)c4cccnc4)n(CC4CCCO4)c3nc12 (centres undefined)	50	128	nt	128	-10	21	30	10	nt
CC(C)CNC(=O)COC(=O)c1cncc(Br)c1	106	154	1%	154	-2	18	88	2	-1%
CCc1nnc(NC(=O)CSc2nnc(COc3ccccc3)n2-c2ccc(C)cc2)s1	87	83	3%	83	4	9	78	-4	-15%
O=C(NN=C1CCCCCC1)c1cc(-c2ccccc2)nc2ccccc12	nt	124	-9%	124	-9	nt	nt	9	-15%
O=C(Nc1ccnc(-c2cccnc2)n1)c1cccc(Cl)c1Cl	nt	164	-4%	164	-10	nt	nt	10	20%
CNc1ncc(C(=O)c2ccccc2)s1	nt	162	-13%	162	-4	nt	nt	4	3%
COc1cccc(Oc2nnnn2-c2ccccc2)c1	nt	107	-2%	107	-15	nt	nt	15	8%
CCOC(=O)c1c(NC(=O)CSc2nnc(-c3cccnc3)n2Cc2ccco2)sc(C)c1C	65	122	-32%	122	10	8	57	-10	-71%
COC(=O)c1ccc(SCc2cnc(Cl)s2)cc1	nt	131	1%	131	-17	nt	nt	17	-5%
O=C(O)CC(NCc1ccco1)C(=O)OCC1CCCO1 (centres undefined)	nt	95	4%	95	-10	nt	nt	9	-5%
Cc1cccc(NC(=O)CN(C)S(=O)(=O)c2cccc3nsnc23)c1C	98	nt	-1%	nt	nt	19	79	nt	19%
O=C(O)CC(Cc1ccc(Br)cc1)C(=O)O (centres undefined)	96	nt	-2%	nt	nt	-7	103	nt	2%
CCOC(=O)c1cc(-c2ccccc2)sc1NC(=S)Nc1cc(C)ccn1	nt	190	-93%	190	-23	nt	nt	23	1%
CCCn1c(-c2ccc(F)cc2)cnc1SCC(=O)O	82	144	1%	144	-19	-15	97	19	-21%
CC(=O)Nc1ccc(N/C=C/C(=O)c2ccc(C)o2)cc1	100	133	-16%	133	-20	2	98	20	16%
CCOC(=O)c1ccc2c(c1)nc(SCC(=O)NC(C)C)n2CC	84	182	1%	182	22	0	84	-22	-53%
Nc1nc(-c2nc3ccccc3[nH]2)cs1	76	138	4%	138	-4	-1	77	4	-82%
COc1cc(NC(=O)c2cccs2)c(C(=O)OCC(=O)NC(C)c2ccccc2)cc1OC (centres undefined)	nt	139	-42%	139	6	nt	nt	-6	-90%
COc1ccc(C2CC(=O)c3cnc(NC(=O)c4ccccc4OC)nc3C2)c(OC)c1 (centres undefined)	72	167	nt	167	-4	-6	79	4	nt
N#CCCn1c(C2CCCCC2)nc2ccccc21	85	69	4%	69	-17	-4	90	17	1%
COc1ccccc1Oc1ccc(S(=O)(=O)Nc2cccnc2)cc1	103	110	-1%	110	7	4	99	-7	18%
COc1cccc(/C=N/NC(=O)c2c(-c3ccccc3)noc2C)c1O	nt	93	5%	93	1	nt	nt	-1	-124%
CCc1c(C)nc(SCC(=O)N2CCc3ccccc32)[nH]c1=O	103	97	-3%	97	-4	-1	104	4	-9%
Nc1nc(-c2ccc(Cl)cc2Cl)cn1N	88	86	-1%	86	6	-4	93	-6	-46%
S=C(NCc1ccco1)N1CCN(C(c2ccccc2)c2ccccc2)CC1	nt	126	2%	126	7	nt	nt	-7	-10%
CCN(CC)C(=O)CSc1nc2c(sc(=S)n2Cc2ccco2)c(=O)n1-c1ccccc1	49	130	-2%	130	2	28	20	-2	-19%
CCc1cc2c(SCC(=O)c3ccccc3)ncnc2s1	93	129	nt	129	4	20	73	-4	nt
Cc1c(C(=O)NCc2ccccc2)oc2ccc(S(=O)(=O)N3CCCC3)cc12	56	56	4%	56	-1	-10	65	1	9%
CC(NC(=O)NC1CCCCC1)C(c1cccs1)N1CCN(C)CC1 (centres undefined)	104	nt	0%	nt	nt	6	98	nt	-6%
CCC(C)(C)NC(=O)c1cc(C(=O)OC)cc([N+](=O)[O-])c1	96	144	-1%	144	-4	8	88	3	1%
c1ccc2[nH]c(CSc3ncnc4c3oc3ccccc34)nc2c1	58	nt	-16%	149	-87	-9	67	?	-5%
O=C(COc1ccc2ccccc2c1)Nc1cccc2cccnc12	114	110	-16%	110	-4	6	108	4	4%
Cn1nc(C(F)(F)F)c2cc(NC(=O)OCC(C)(C)C)sc21	91	nt	1%	nt	nt	2	90	nt	3%
Cn1nnnc1SCC(=O)NC(C)(C)C	93	116	-3%	116	5	-3	96	-5	8%
O=C(CSc1nnnn1C1CCCCC1)N1CCCC1	101	147	-3%	147	0	13	88	0	-12%
COc1ccc(-c2[nH]ncc2-c2cnc(C)s2)c(O)c1	101	144	-13%	144	4	21	79	-4	-185%
CN(C)c1ccc(/C=C2/C(=O)N(c3ccc([N+](=O)[O-])cc3)N=C2N2CCOCC2)cc1	nt	174	-10%	174	-7	nt	nt	7	28%
O=C(Cn1nc(-c2ccc(Cl)cc2)c2ccccc2c1=O)NCC1CCCO1 (centres undefined)	92	162	-4%	162	-12	14	78	12	-3%
Cc1ccc(S(=O)(=O)N2CCCC(C(=O)NCCCN3CCCCC3C)C2)cc1 (centres undefined)	96	175	0%	175	-9	20	77	9	-27%
CC(C)CNC(=O)c1nc(-c2ccccc2)n(-c2ccccc2)n1	80	123	-2%	123	-5	8	72	5	-19%
Nn1c(SCC(=O)NC(=O)NCc2ccco2)nnc1-c1ccc(OC(F)F)cc1	nt	153	26%	153	0	nt	nt	0	-30%
N#Cc1nn(-c2ccccc2)nc1N1CCCCC1	91	nt	-6%	nt	nt	2	89	nt	11%
O=C(NCCN1CCCCCC1)c1ccc(CS(=O)(=O)c2ccc(Br)cc2)o1	92	63	4%	63	6	16	75	-6	-28%
O=C(NCc1cccs1)Nc1ccc(Cl)cc1	86	108	nt	108	4	17	70	-4	nt

# (cont.)
molecule	MRP reversal cytotoxicity	NFkB transloc pot cell count 2 µM	Bcl-B displacement	IL1B NFkB inh cell count 2 µM	IL1B NFkB inh	MRP reversal	MRP reversal with doxorubicin	NFkB transloc pot	PLAP inhibition
CC(C)CC1(C)NC(=O)N(CC(=O)NC(=O)Nc2ccc3c(c2)OCCO3)C1=O (centres undefined)	87	135	-2%	135	-4	-12	99	4	-13%
CCCCCCCSc1nsc(N)n1	87	117	nt	117	-8	6	81	8	nt
COc1cccc(N2CC(C(=O)NC3CCCCC3)CC2=O)c1 (centres undefined)	98	nt	-8%	nt	nt	4	94	nt	-1%
CC(C)c1ccc2nc3sc(C(=O)N4CCc5ccccc5C4)c(N)c3cc2c1	nt	nt	-70%	nt	nt	nt	nt	nt	-28%
CCCC1CC(C)(C(=O)Cn2[nH]c(=O)ccc2=O)OC1=O (centres undefined)	81	128	-6%	128	-32	-11	92	32	18%
O=C(Oc1cccc2c(OC(=O)N3CCCC3)cccc12)N1CCCC1	96	159	nt	159	0	21	76	0	nt
CCOC(=O)c1cccc(NC(=O)CSc2nnnn2C)c1	93	nt	-12%	nt	nt	-13	106	nt	8%
CC(=O)CC(=O)Nc1cccc2c1CCCC2	90	87	3%	87	10	-2	93	-10	-77%
O=C(CC(c1ccco1)S(=O)(=O)c1ccccc1)c1ccc(F)cc1 (centres undefined)	75	nt	-9%	nt	nt	13	61	nt	13%
CN1C(=O)C(O)(CC(=O)c2ccccc2O)c2cc(Br)ccc21 (centres undefined)	20	nt	-8%	nt	nt	-16	36	nt	0%
CCOc1ccc(C(=O)Nc2c3c(nn2-c2ccc(F)cc2)CS(=O)C3)cc1 (centres undefined)	78	56	18%	56	-4	-2	80	3	-6%
CCCn1c(NCc2cc(OC)ccc2OC)nc2ccccc21	96	128	3%	128	-33	-3	99	33	25%
CN1CCN(S(=O)(=O)c2ccc(Cc3ccc(S(=O)(=O)N4CCN(C)CC4)cc3)cc2)CC1	84	56	3%	56	-13	-2	86	13	-53%
Cc1ccc2nc(C)cc(OCC(=O)O)c2c1	94	135	-9%	135	-4	-8	102	4	8%
Cc1cccc(NC2(C(F)(F)F)N=C(c3ccccc3)NC2=O)n1 (centres undefined)	nt	151	1%	140	1	nt	nt	-1	15%
O=C(O)C1CCCN1c1ncnc2c1oc1ccccc12 (centres undefined)	83	116	0%	116	-8	-10	93	8	3%
Cn1c(=O)cc(OCCCC(=O)N2CCN(c3ccccc3)CC2)c2ccccc21	68	93	-6%	93	-10	5	63	10	-41%
O=C1CSC(c2cccc(F)c2)N1c1ccc(O)cc1 (centres undefined)	101	164	1%	164	-1	12	88	1	-8%
CCN1CCc2c(C#N)c(N3CCCCC3)nc(NCc3ccccc3)c2C1	53	78	11%	78	-4	-9	62	4	-35%
COc1cc(C)c(S(=O)(=O)NCc2cccs2)cc1C	112	102	2%	102	-2	19	92	2	2%
S=C(c1ccc(-c2cccc(Cl)c2)o1)N1CCOCC1	77	nt	-4%	nt	nt	12	65	nt	1%
Cc1cc(C)n(-c2ccc(C(=O)Nc3ccc(N4CCOCC4)cc3)cc2)n1	79	64	2%	64	4	0	79	-3	0%
O=C1C2CC=C(Cl)CC2C(=O)N1CCCCCCN1C(=O)C2CC=C(Cl)CC2C1=O (centres undefined)	81	43	93%	43	-4	9	72	4	-72%
CC1=NC(=O)C(N=Nc2ccccc2C)N1c1ccccc1 (centres undefined)	88	67	nt	67	1	-15	103	-1	nt
Cc1ccc(C2c3c(oc4ccc(Cl)cc4c3=O)C(=O)N2CCCN2CCOCC2)o1 (centres undefined)	70	65	nt	65	4	-3	73	-4	nt
O=C(NCCN1CCOCC1)c1ccc(Cl)cc1[N+](=O)[O-]	nt	146	-6%	146	-2	nt	nt	3	17%
CCC1CCCCN1CCNS(=O)(=O)c1ccc2c(c1)CCN2C(C)=O (centres undefined)	99	171	-20%	171	0	2	96	0	-6%
CNC(=O)C1=C(C)Nc2nc3ccccc3n2C1c1cccc(OC)c1 (centres undefined)	91	180	6%	180	7	8	83	-7	-66%
O=C(NNc1ccc([N+](=O)[O-])cc1)C12CC3CC(CC(C3)C1)C2	nt	164	-6%	164	6	nt	nt	-5	24%
O=c1oc2ccccc2n1CCCOc1ccccc1	91	nt	0%	nt	nt	12	80	nt	30%
Cc1c(C(=O)N2CCOCC2)oc2ccc(S(=O)(=O)N3CCCC3)cc12	nt	136	nt	136	-40	nt	nt	39	nt
